# pAkt inh = Akt phosphorylation inhibition | Neuro2A IGF-stimulated pAkt S473 HTRF, 20 min; hits give low values | activity change, % for hits at 50 µM | 360,000 compounds, 0.32% hits | AID 651550; in the data active = activity change below about -80%; inconclusive = mostly about -51% to -80%; note: % is set by controls: 0 for no effect and ±100 for the full control effect
#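 Neuro2A cells (4,500/well, DMEM with 0.5% FBS) were treated with compound at a single 50 µM final concentration, stimulated with 6 nM IGF for 20 min at 37 °C, and lysed. Phospho-Akt Ser473 was read by HTRF as 665/615 ratio ×10^4.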
# S2 tox = reduces viability in counter-screen for ATXN expression inhibitors | S2 cells (HEK-293 line with an ATXN2-luciferase reporter) viability, CellTiter-Fluor protease fluorescence, 24 h | Potency, µM (series often up to 56.7 µM), actives largely listed as cytotoxic | 400,000 compounds, 0.49% hits | AID 651635; note: potency is the fitted concentration of half-maximal effect; nearly all actives have a fitted effect of over 40% in size
# Nrf2 activator = activates Nrf2 signaling | AREc32 ARE-luciferase reporter (MCF7-derived line), luminescence, 24 h | Potency, µM (series often up to 46.1 µM), without a hit: at the highest dose activation, most hits filed as activators | 410,000 compounds, 0.31% hits; note: potency is the fitted concentration of half-maximal effect; % of control where 0% means no effect; nearly all actives have a fitted effect of over 65% in size
#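 Luminescent ARE reporter assay in AREc32_Fluc cells: overnight plating at 37 deg C, 24 hr compound incubation, Steady-Glo added, 30 min RT before reading.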
# Nrf2 inh = inhibitors of Nrf2 signaling. A549 ARE-Fluc reporter, luciferase luminescence, 18-24 h. Potency, µM (titrated, usually from 46 µM), inactives show at the highest dose activity change, negative = inhibition, hits mostly inhibitors. 360,000 compounds, 2.1% hits; note: potency is the fitted concentration of half-maximal effect; % is set by controls: 0 for no effect and ±100 for the full control effect; nearly all actives have a fitted effect of over 60% in size
#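 Concentration-response testing used A549 ARE_Fluc cells at 5000 cells/well. Following an 18-24 h compound incubation, viability was read by fluorescence (Ex 405/Em 525) and luciferase output by luminescence.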
# HepG2 viability = counter-screen for TGF-b inhibitors: cytotoxicity in HepG2 cells. Potency, µM (doses to about 46.1 µM), for the others: at the highest dose activity change, negative = cytotoxicity, most hits filed as cytotoxic. HepG2 CAGA-GFP viability, ATP luminescence, 18 h. 410,000 compounds, 0.76% hits; note: potency is the fitted concentration of half-maximal effect; some results filed as inactive show a strong effect at the top dose
#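 HepG2 CAGA-GFP cells (1000/well, DMEM with 1% FBS) received compound, then TGF-beta at 500 pg/mL final, and were incubated 18 hours at 37 degrees C. Viability was read by CellTiter-Glo luminescence. Media-only wells were set as complete cell-killing and DMSO as no toxicity.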
# Mm-Cpn inhibitor = blocks the Methanococcus maripaludis chaperonin Mm-Cpn | 330,000 compounds, 0.031% hits | Potency, µM (top dose mostly 76.9 µM), for inactives: top-dose activity, negative = inhibition, actives largely listed as inhibitors | purified Mm-Cpn ATPase, ADP Transcreener TR-FRET; note: potency is the fitted concentration of half-maximal effect; % is set by controls: 0 for no effect and ±100 for the full control effect; nearly all actives have a fitted effect of over 80% in size
#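 Eu-cryptate anti-ADP/ADP-d2 competition gives a ratio inversely related to ADP. Enzyme at 25 nM was pre-exposed to compound for 10 min, then given 10 uM ATP for 30 min, 37°C throughout.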
# A549 viability = A549 cytotoxicity, counter-screen for Nrf2 inhibitors; AID 504648; A549 ARE-Fluc cells, CellTiter-Fluor viability, 18-24 h; Potency, µM (doses to about 46 µM), for inactives: top-dose activity change, negative = cytotoxicity, usual class: inhibitors; 390,000 compounds, 0.16% hits; note: potency is the fitted concentration of half-maximal effect; % is set by controls: 0 for no effect and ±100 for the full control effect
#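 A549 ARE-Fluc cells in 5% FBS OPTI-MEM, 5000 cells/well, rested 2 h then exposed to compounds in concentration-response for 18-24 h at 37 °C. Viability by CellTiter-Fluor fluorescence (Ex 405/Em 525) after 30 min; luciferase luminescence (BugLite, 15 min, RT) read afterwards.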
# TGFb inhibitor = blocks TGF-b signaling. HepG2 CAGA-GFP TGF-b/SMAD3 reporter, GFP fluorescence, 18 h; TGF-beta stimulated, 500 pg/mL final. Potency, µM (titrated, usually from 46.1 µM), inactives show at the top dose activity, negative = inhibition, most hits filed as inhibitors. 410,000 compounds, 1.2% hits; note: potency is the fitted concentration of half-maximal effect; % is set by controls: 0 for no effect and ±100 for the full control effect; nearly all actives have a fitted effect of over 65% in size
#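 HEPG2 CAGA-GFP cells (1000/well, DMEM with 1% FBS) were pre-incubated 2 h at 37 degrees C, given compound by pin tool, then stimulated with TGF-beta at 500 pg/mL final for 18 h before per-cell GFP fluorescence imaging.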
# CCT modulator = modulators of cytosolic chaperonin (CCT/TRiC) activity | purified chaperonin ATPase assay, HTRF ADP detection, 30 min | activity change, % (concentration not given with the values), hits read low | 360,000 compounds, 0.3% hits; in the data active = activity change below about -30%; note: % is set by controls: 0 for no effect and ±100 for the full control effect
#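 TRiC (40 or 20 nM final, by batch activity) in 30 mM Tris pH 7.4, 100 mM KCl, 5 mM MgCl2, 1 mM DTT was treated with compound at 76 uM single dose, then 10 uM ATP, 30 min at 37 °C. ADP was read by HTRF Transcreener.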
# An asterisk follows results filed as active; i = inactive; ? = inconclusive; / = not tested or not shown; & = joins results of further samples; [ ] = another dose, or the depositor's remark. Unless noted, calls come from the whole dose curve; as a rule, active = well fitted curve in the direction sought with a large enough effect; inconclusive = small, poorly fitted or top-dose-only effect, or another doubt; inactive = no such curve, though single readings can be large; an effect the other way counts as inactive or inconclusive.
SMILES,pAkt inh,S2 tox,Nrf2 activator,Nrf2 inh,HepG2 viability,Mm-Cpn inhibitor,A549 viability,TGFb inhibitor,CCT modulator
Cc1ccc(NC(=O)CSc2nnnn2C)cc1S(=O)(=O)N(C)C,i,i,-0.4%,19%,10%,0%,13%,0%,-2.9
CC1CN(c2c3c(nc4ncnn24)CCCC3)CC(C)O1 (centres undefined),i,i,0.3%,25%,-3%,-2%,6%,-11%,0.9
COc1ccc(S(=O)(=O)Nc2ccc3c(c2)n(C)c(=O)n3C)cc1,i,i,-0.1%,-21%,8%,-4%,-7%,5%,-1.8
CSc1nc2ccccc2n1Cc1cccc([N+](=O)[O-])c1,i,i,-0.4%,-21%,6%,2%,8%,-20%,1.8
C(=N\Nc1nc2ccccc2[nH]1)/c1ccccc1,i,i,3.6%,?,-9%,0%,1%,-8%,-11
CCC(c1nnc(SCC(=O)Nc2cc(Cl)ccc2C#N)n1C1CCCCC1)N(C)C (centres undefined),i,i,0.5%,3%,-4%,3%,0%,-9%,-0.6
CCOC(=O)c1[nH]c(C)c(C(=O)Nc2ccc(C)c(Cl)c2)c1C,i,?,0.5%,?,-32%,3%,-9%,5%,-1.3
CCCc1cc(-c2[nH]ncc2-c2ccc(C(=O)OCC)o2)c(O)cc1O,i,?,3.1%,?,20µM*,0%,?,10µM*,-2.2
COC(=O)c1sccc1NC(=O)COc1ccccc1Cl,i,i,13µM*,?,-8%,-7%,3%,0%,-1.4
C[C@@H](Nc1nc(-c2ccccc2)nc2c1oc1ccccc12)C(=O)O,i,?,22%,?,-14%,?,-12%,16%,-14
COc1cc(OC)c(OC)cc1/C=C/c1cc(C(=O)O)c2ccccc2n1,i,i,-0.5%,-23%,21%,-6%,-9%,7%,-0.6
COc1ccc(CCNC(=O)C(C)n2nc(C)c3c(C)n(-c4ccc(C)cc4)nc3c2=O)c(OC)c1 (centres undefined),i,?,-0.7%,5.8µM*,-24%,-2%,?,?,0.8
COc1cc(F)ccc1-c1cc(C(=O)NCC2CCCCC2)[nH]n1,i,i,4.1%,/,-18%,/,/,6%,0.2
O=C(c1ccco1)N1CCc2[nH]nc(-c3ccccc3)c2C1,i,i,-0.1%,12%,3%,-29%,-1%,1%,1.6
Cc1noc(C)c1C(=O)NCCC1=CCCCC1,i,i,-0.4%,2%,-9%,-2%,2%,0%,-1.9
COc1ccc2[nH]c(=O)c(CN(C)C(=O)COc3ccccc3)cc2c1,i,i,0.0%,-1%,11%,-3%,-5%,6%,-0.5
Clc1ccc(-c2nc3cnccn3c2NC2CCCC2)cc1,i,/,5.2%,?,-6%,-7%,15%,-8%,-1.1
O=C(O)C1CSC2(c3ccc(F)cc3)CCC(=O)N12 (centres undefined),i,i,1.5%,-2%,-8%,4%,1%,-6%,-2.4
Cc1onc(-c2c(Cl)cccc2Cl)c1C(=O)NCc1ccc(S(N)(=O)=O)cc1,i,i,0.0%,1%,6%,-4%,0%,3%,2.0
Cc1ccc2c(c1)N(CCC(=O)NCc1ccc3c(c1)OCO3)C(=O)CO2,i,i,0.1%,11%,-1%,-2%,14%,-17%,-1.1
O=C(NC(=S)N1CCN(c2nc(-c3ccccc3)cs2)CC1)c1cncc(Br)c1,i,?,17%,23µM*,-47%,-7%,-22%,?,1.5
CCOC(=O)c1c(NC(=O)CSc2nnnn2CC)sc(C)c1C,i,i,2.5%,-20%,-15%,2%,2%,-2%,-2.3
Cc1ccc(NC(=O)c2ccc(OCC3CCCO3)cc2)nc1 (centres undefined),i,i,-1.3%,?,-44%,0%,-10%,0%,-3.3
COc1ccccc1-c1nc2cc3ccccc3cc2nc1-c1ccccc1,i,i,5.6%,6%,0%,-20%,-5%,-11%,-1.9
CCOC(=O)/C(=N\Nc1ccc(Br)cc1)N1CCN(c2ccccc2OC)CC1,i,i,0.2%,-20%,-12%,1%,-9%,2%,1.0
COc1cc(NS(=O)(=O)c2ccc3oc(=O)c4ncn(C)c4c3c2)cc(OC)c1,/,/,0.2%,37%,4%,/,-1%,18%,/
Cc1cc(C)cc(OCC(=O)NNC(=O)c2ccoc2C)c1,i,i,0.1%,-16%,0%,1%,-7%,-5%,2.3
COCCN(Cc1ccc(C)c(Br)c1)C(=O)Cn1cnc(S(=O)(=O)N2CCCC2)c1,i,i,0.7%,2%,-5%,3%,0%,-3%,0.9
CCc1nn(CCCC(=O)NCc2ccc(C)cc2)c(=O)c2cc3occc3n12,/,i,-0.2%&-0.9%,?,25%&7%,-2%,5%&-2%,0%&-3%,1.8
CCOC(=O)c1ccccc1NC(=O)N1CCC(CN2CCCCC2)CC1,/,i,-1.3%,?,-4%,/,1%,-16%,/
CCC(CC)Nc1ccc(C(CC(N)=O)NC(=O)c2ccccc2)cc1[N+](=O)[O-] (centres undefined),i,i,0.3%,0%,-16%,-1%,-19%,-4%,-0.5
COC(=O)c1ccc(C(=O)OC)c(NC(=O)c2cnc3n(c2=O)CCS3)c1,i,i,-0.6%,20%,-3%,0%,-3%,9%,1.1
Cc1cccc(NC(=O)c2sc3nc(-c4cc5ccc(O)cc5oc4=O)[nH]c(=O)c3c2C)c1,/,/,-0.2%,?,-15%,/,4%,i,/
CCOC(=O)CC1=C(C(=O)OCC)C(c2cccnc2)C(C#N)=C(N)O1 (centres undefined),i,i,3.1%,20%,-2%,-11%,-2%,2%,-3.4
OCc1nc2c(ccc3ccccc32)[nH]1,i,i,0.3%,17%,8%,1%,-1%,10%,-0.3
COc1ccccc1/C=C/C=N/NC(=O)CC1C(=O)NN=C1C (centres undefined),i,i,0.8%,7%,9%,-1%,-10%,-9%,0.5
COc1ccc(CCC(=O)NC2CC(=O)N(c3ccc(C)cc3)C2)cc1 (centres undefined),/,/,0.0%,/,3%,/,2%,31%[activator],/
O=C(COC(=O)c1cccnc1Cl)NCCc1ccc(F)cc1,i,i,-0.9%,5%,-1%,-3%,-2%,2%,0.7
COc1cc(-c2nnc(COC(=O)c3cc(C)no3)o2)cc(OC)c1OC,i,i,-0.2%,4%,-41%,1%,1%,14%,-0.9
CSc1ncc(CN2CCN(C3CCCCC3)C(CCO)C2)cn1 (centres undefined),i,i,-0.4%,12%,-2%,0%,-2%,-5%,-0.7
CCOC(=O)C1CCCN(S(=O)(=O)c2ccc(-n3cnnn3)c(C)c2)C1 (centres undefined),i,i,0.0%,-18%,-1%,1%,-7%,23%,-2.3
CC(=O)c1ccc(O)c(CO)c1,i,i,-0.1%,-8%,-3%,1%,-8%,-10%,-0.7
Cc1ccc(S(=O)(=O)NCc2ccccc2)cc1C(=O)NCc1ccccn1,i,i,0.0%,-3%,5%,0%,-3%,6%,0.5
COc1ccc(OC)c(-c2csc(NC(=O)COC(=O)C3CCC3)n2)c1,i,i,-0.1%,-24%,7%,-13%,-2%,11%,-0.6
O=C(NCN1C(=O)C2C3C=CC(C3)C2C1=O)Nc1ccccc1O (centres undefined),i,i,0.3%,14%,7%,-1%,1%,-18%,-0.3

# 2 records picked at random from those above, as already listed:
SMILES,pAkt inh,S2 tox,Nrf2 activator,Nrf2 inh,HepG2 viability,Mm-Cpn inhibitor,A549 viability,TGFb inhibitor,CCT modulator
CCOC(=O)C1CCCN(S(=O)(=O)c2ccc(-n3cnnn3)c(C)c2)C1 (centres undefined),i,i,0.0%,-18%,-1%,1%,-7%,23%,-2.3
OCc1nc2c(ccc3ccccc32)[nH]1,i,i,0.3%,17%,8%,1%,-1%,10%,-0.3

# Other compounds.
SMILES,pAkt inh,S2 tox,Nrf2 activator,Nrf2 inh,HepG2 viability,Mm-Cpn inhibitor,A549 viability,TGFb inhibitor,CCT modulator
Nc1nc2n(n1)C(c1ccco1)CC(c1ccccc1)N2 (centres undefined),i,i,2.3%,?,-3%,-2%,-2%,-5%,-2.9
COc1cccc(C(C)NC(=O)c2ccncc2)c1 (centres undefined),i,i,-0.3%,10%,4%,-5%,17%,-5%,3.6
COc1ccc(-c2nonc2NC(=O)c2ccco2)cc1OC,i,i,11%,11%,-6%,0%,0%,1%,0.4
CCOc1ccc2[nH]c(C)c(CN3CCN(CC)CC3)c(=O)c2c1,-122%*,i,-0.3%,16%,3%,-1%,19%,-4%,-1.0
O=C(COc1ccc2cc(Br)ccc2c1Br)N1CCOCC1,i,i,0.6%,10%,-18%,-13%,6%,0%,-0.2
COc1ccccc1N1C(=O)c2ccc(C(=O)Nc3ccccc3O)cc2C1=O,i,i,0.6%,8%,-1%,1%,0%,-4%,-0.4
COc1ccc(NS(=O)(=O)c2ccc3[nH]c(=O)ccc3c2)cc1OC,/,i,-0.1%,?,8%,/,?,8%,/
CCOCCCNc1ncc2c(n1)CC(c1ccc(C)cc1)CC2=O (centres undefined),i,i,-1.2%,9%,-12%,0%,-8%,1%,-3.9
CC(=O)c1cccc(NC(=O)C2CCN(S(=O)(=O)c3ccccc3)CC2)c1,i,?,0.6%&0.0%,-5%&-18%,-23%&-3%,1%,-2%&2%,-9%&0%,0.6
COc1ccc(-n2nc3c(c2NC(=O)COc2ccccc2OC)CS(=O)(=O)C3)cc1,i,i,-1.2%,/,-1%,/,/,2%,-3.4
NC(=O)c1ccsc1NC(=O)COC(=O)c1ccncc1,i,i,0.3%,-3%,5%,0%,1%,0%,-2.9

# Screening data: PubChem BioAssay, National Center for Advancing Translational Sciences (NCATS)
